LMPTP block: LMPTP (human) inhibition | inhibition, % at 20 µM | P24666 | AID 651560 | hit rate 0.22% among 360,000 | recombinant LMPTP-A, OMFP fluorogenic substrate, fluorescence intensity;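 active = compounds that cut the enzyme signal by at least half of the control window in the single-dose screen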;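 also: plate controls were DMSO wells with enzyme plus substrate for no effect and substrate without enzyme for full effect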
Target sequence (P24666 whole entry, looked up): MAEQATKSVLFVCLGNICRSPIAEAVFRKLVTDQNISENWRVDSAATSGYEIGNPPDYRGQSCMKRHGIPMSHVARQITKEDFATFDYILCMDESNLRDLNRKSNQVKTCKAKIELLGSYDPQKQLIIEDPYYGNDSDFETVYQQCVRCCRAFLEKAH
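Test system: LMPTP-A phosphatase enzyme. Amount: LMPTP-A at 0.625 nM final in the reaction. Reagent: OMFP substrate, 400 µM final. Times: 50 min at room temperature. Signal: endpoint fluorescence intensity from OMFP dephosphorylation. Read-out basis: % inhibition. Benchmarks: no-enzyme and uninhibited controls.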
SUMO1 PPI mod: SUMO1-SIM interaction modulation | P63165 | SUMO1 binding to a labelled peptide, TR-FRET, 1 h | inhibition, % at 20 µM | hit rate 0.33% among 360,000 | AID 602429; in the data active = inhibition above about 37%
NRP1-CendR mod: NRP-1/CendR interaction modulation. AID 602438. inhibition, % at 25 µM. hit rate 0.85% among 360,000. FAM-RPARPAR peptide binding to NRP-1, fluorescence polarization. O14786;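 active = inhibition or corrected inhibition above about 18%, plus a signal ratio from 0.5 to 1.5, limit read from the data, passing the limit was not always enough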; also: strong numbers were not always called active
NadD inh: blocks S. aureus nicotinate mononucleotide adenylyltransferase; hit rate 0.78% among 360,000; AID 602399; purified NadD enzyme, colorimetric absorbance read-out; inhibition, % at 20 µM; in the data active = inhibition above about 26%; also: some compounds past the cut are filed as inactive
SKN-1 block: C. elegans SKN-1 inhibition; C. elegans VP596 Pgst-4::GFP/RFP ratio, acrylamide-induced, 24 h; AID 624304; inhibition, % at 21.8 µM; hit rate 0.49% among 360,000;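 active = interference check ratio from 0.5 to 1.5 plus GFP to RFP signal ratio inhibition reaching or exceeding a fixed threshold, cut at about 30% in these data, passing the limit was not always enough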; also: some compounds called inactive have numbers as strong as hits
Scp-1 inhibitor: Scp-1 (human) phosphatase inhibition. hit rate 0.88% among 340,000. inhibition, % at 20 µM. Recombinant Scp1, phosphopeptide, malachite green phosphate absorbance;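 active = inhibition above about 50% at 20 µM, limit read from the data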;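 also: plate controls were DMSO wells with enzyme for no effect and wells lacking enzyme for full effect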
Target sequence (Q9GZU7 76-261 limits assumed): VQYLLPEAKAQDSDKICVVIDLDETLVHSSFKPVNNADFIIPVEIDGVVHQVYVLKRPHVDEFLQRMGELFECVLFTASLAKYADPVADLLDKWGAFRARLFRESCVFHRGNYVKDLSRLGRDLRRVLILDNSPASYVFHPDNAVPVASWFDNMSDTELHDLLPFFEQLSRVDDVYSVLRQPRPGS
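System: truncated SCP-1 phosphatase (76-261aa); medium: Tris acetate buffer pH 5.5 with MgCl2 and Tween-20; incubation: 45 min room-temperature reaction, 5 min colour, 30 min stabiliser; compound: single 20 µM dose, 1% DMSO; reagent: Phosphorylated 17-residue peptide substrate; read-out: % inhibition at 20 µM; technique: colorimetric free-phosphate detection, absorbance 630 nm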
Neddylation inh: blocks human cullin neddylation. P61081+Q13564. TR-FRET cullin neddylation, biochemical. calls only at 25 µM. hit rate 0.58% among 360,000; in the data active = inhibition above about 36%
Target sequence (P61081 whole entry, looked up): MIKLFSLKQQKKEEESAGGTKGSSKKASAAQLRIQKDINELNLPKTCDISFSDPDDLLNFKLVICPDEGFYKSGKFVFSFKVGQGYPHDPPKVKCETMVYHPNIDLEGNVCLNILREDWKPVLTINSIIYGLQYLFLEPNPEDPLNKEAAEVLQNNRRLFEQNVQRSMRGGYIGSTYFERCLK
Target sequence (Q13564 whole entry, looked up): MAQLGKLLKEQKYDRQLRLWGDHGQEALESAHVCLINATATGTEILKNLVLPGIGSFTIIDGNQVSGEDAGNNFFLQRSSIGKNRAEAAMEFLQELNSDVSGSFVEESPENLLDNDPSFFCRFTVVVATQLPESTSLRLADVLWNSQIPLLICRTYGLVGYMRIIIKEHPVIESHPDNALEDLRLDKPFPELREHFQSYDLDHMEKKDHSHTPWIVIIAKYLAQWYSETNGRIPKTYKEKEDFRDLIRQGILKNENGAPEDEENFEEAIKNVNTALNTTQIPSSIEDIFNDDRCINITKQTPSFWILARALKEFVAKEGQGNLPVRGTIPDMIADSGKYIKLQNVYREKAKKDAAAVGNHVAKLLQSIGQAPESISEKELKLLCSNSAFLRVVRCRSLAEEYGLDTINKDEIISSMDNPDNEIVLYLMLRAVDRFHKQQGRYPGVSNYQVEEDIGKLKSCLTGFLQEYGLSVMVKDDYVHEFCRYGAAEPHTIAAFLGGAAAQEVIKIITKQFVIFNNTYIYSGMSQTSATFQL
TbMetRS inhib: Trypanosoma brucei MetRS inhibition; purified T. brucei MetRS, ATP depletion, Kinase-Glo luminescence; inhibition, % at 11.9 µM; hit rate 0.4% among 360,000;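 active = inhibition above a per-plate cutoff of the control wells' mean inhibition plus 3 SD, cut at about 5.5% in these data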;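 also: 0% = DMSO wells median and 100% = median of wells with control inhibitor compound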
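technique = Kinase-Glo luminescence, ATP depletion format | system = purified MetRS (methionyl-tRNA synthetase) enzyme from Trypanosoma brucei | timing = 15 min preincubation, 2 h reaction, all 25 °C | evaluation = percent inhibition versus plate control medians | dosing = single dose, 11.9 µM final nominal, 0.9% final DMSO | also added = substrates ATP, L-methionine and bulk Escherichia coli tRNA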
STEP inh: inhibitors of human striatal-enriched phosphatase STEP. recombinant STEP, OMFP fluorogenic substrate, fluorescence. inhibition, % at 20 µM. hit rate 0.25% among 360,000. AID 588621. P54829;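 active = inhibition at 20 µM, scaled per plate between control wells, above about 37%, limit read from the data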;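 also: 0% = DMSO with enzyme and substrate and 100% = substrate only without enzyme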
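System: STEP (striatal-enriched tyrosine phosphatase) enzyme, cell-free; medium: Bis-Tris pH 6.0 buffer with DTT, detergent; dosing: 20 µM, 1% DMSO; times: reaction 20 min, ambient temperature; detection: fluorescence, 480/540 nm; read-out basis: normalized % inhibition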
DNMT1 inh: DNMT1 (human) enzyme inhibition. P26358. DNMT1 molecular beacon, Hinp1I cleavage, fluorescence. inhibition (reported as % activation of signal), % at 10 µM. hit rate 0.83% among 360,000; in the data active = inhibition above about 50%
An asterisk follows results filed as active; i = inactive; . = no result given; + = active, no number.

SMILES | LMPTP block | SUMO1 PPI mod | NRP1-CendR mod | NadD inh | SKN-1 block | Scp-1 inhibitor | Neddylation inh | TbMetRS inhib | STEP inh | DNMT1 inh
CC1(C)Cc2c(cnn2-c2ccc(F)cc2)C(NC(=O)c2ccoc2)C1 (centres undefined) | -0.4 | 10 | -6 | -2 | -7 | -8 | i | -1.4 | 4 | 1
CC(NC(=O)c1ccc(N(C)C)cc1)C(c1cccs1)N1CCN(C)CC1 (centres undefined) | -0.7 | 1 | -4 | -3 | 15 | -5 | i | -0.3 | -2 | 0
O=C(NC(CC1CCCCC1)C(=O)O)c1ccccc1 (centres undefined) | -0.7 | 1 | 8 | -2 | -3 | 2 | i | -0.7 | -2 | 6
CCCN(C(=O)CCNC(=O)Cn1cnc2ccccc2c1=O)c1cccc(C)c1 | -0.8 | 4 | 11 | 0 | 10 | 2 | i | -0.6 | 2 | 0
COc1cc(C(=O)Nc2ccc(OCC(=O)N3CCOCC3)cc2C)cc(OC)c1OC | -1.7 | -4 | 3 | -5 | 9 | -3 | i | -0.6 | 0 | 0
COc1cc(C#N)ccc1OCC(=O)c1ccc2c(c1)OCCO2 | 0.9 | 2 | 3 | -8 | -24 | -7 | i | -0.4 | 2 | 9
COc1cc(F)ccc1-c1cc(C(=O)Nc2ccc(NC(C)=O)cc2)[nH]n1 | 1.3 | 63* | -6 | 0 | 30 | . | + | -0.2 | -1 | 0
O=C(NCCCN=C1NS(=O)(=O)c2ccccc21)c1ccc(F)cc1 | -0.2 | 6 | 6 | 9 | 5 | -7 | i | -0.1 | -3 | 2
CC(C)c1nnc(SCC(=O)NCCC2=CCCCC2)n1N | 0.3 | -5 | 9 | -9 | 27 | 1 | i | -0.3 | 4 | -5
CC(C)CCN1CCN(Cc2nc3ccccc3s2)CC1CCO (centres undefined) | -0.9 | 3 | -7 | -9 | -1 | -2 | i | 0.2 | -2 | 1
CCCC(CCC)C(=O)NCCN1CCOCC1 | -1.7 | -2 | -17 | 7 | 12 | -8 | i | -1.6 | 0 | -1
COc1ccc(C2C3=C(COC3=O)Oc3cc4c(cc32)OCO4)cc1OC (centres undefined) | 1.1 | 2 | 8 | 2 | -5 | 1 | i | -0.6 | -2 | -1
FC(F)(F)c1nnc2ccc(-n3ccnc3)nn12 | 0.3 | 2 | -10 | -4 | -15 | -7 | i | -0.8 | -1 | 1
Cc1cncc(NCc2ccc3c(c2)OCO3)n1 | -0.6 | 2 | 0 | 0 | 14 | . | i | 0.2 | 0 | 2
O=C(NCc1ccccc1Cl)C1CCN(S(=O)(=O)N2CCCCCC2)CC1 | 1.3 | -1 | 3 | -8 | -15 | 0 | i | -1.1 | -2 | 2
O=C(CCS(=O)(=O)c1ccccc1)Nc1nc2ccc(F)cc2s1 | 0.6 | 5 | -12 | -4 | -1 | -2 | i | -0.5 | -2 | -7
CCCn1c(C)cc(C(=O)COc2ccc(C)nc2[N+](=O)[O-])c1C | -1.4 | -18 | 0 | -2 | 5 | -10 | i | -0.6 | -2 | -2
CCc1cccc(N(CC(=O)NCc2ccc(F)cc2)C(=O)c2csnn2)c1 | -1.0 | -2 | 5 | -2 | 2 | -5 | i | 0.7 | -2 | -1
COc1ccc(C(C)=O)cc1CSc1nnc(Nc2ccccc2C)s1 | 2.4 | -6 | 2 | 3 | 1 | -2 | i | -0.9 | 2 | -6
CCC(=O)c1c[nH]c(C(=O)NCc2cccs2)c1 | -1.9 | -1 | 2 | -6 | 13 | -10 | i | 0.3 | 2 | 0
CC1(C)Cc2c(sc(NC(=O)COc3cccc4ccccc34)c2C#N)C(C)(C)N1 | 4.4 | -43 | -18 | 0 | 21 | -11 | i | -0.6 | 69* | 26
CC(C)(C)OC(=O)N1CCCC(C(=O)Nc2ccc(C(=O)NCc3ccccc3)cc2)C1 (centres undefined) | 5.4 | 6 | -7 | 6 | 7 | 0 | i | 0.4 | 0 | -3
COc1ccc(N(CC(=O)N2CCc3ccccc3C2)S(C)(=O)=O)cc1OC | -2.9 | 3 | -3 | 1 | 14 | 11 | i | -0.7 | -2 | 1
O=C(N/N=C\c1cccc(Cl)c1)c1n[nH]c2c1CCCC2 | 1.5 | -4 | 2 | -1 | -2 | -1 | i | -1.3 | 0 | 3
Cc1cccc(C(C)C)c1NC(=O)C1CN(S(=O)(=O)c2ccccc2)CCN1S(=O)(=O)c1ccccc1 (centres undefined) | 0.2 | 2 | -3 | 4 | 27 | -14 | i | -0.9 | 3 | 5
Further compounds follow:
SMILES | LMPTP block | SUMO1 PPI mod | NRP1-CendR mod | NadD inh | SKN-1 block | Scp-1 inhibitor | Neddylation inh | TbMetRS inhib | STEP inh | DNMT1 inh
O=c1[nH]c(C2CCN(S(=O)(=O)c3ccccc3)CC2)nc2c1nnn2Cc1cccc(Cl)c1 | 1.7 | 12 | 22 | 13 | -4 | 4 | i | -0.8 | 0 | -2
Cn1c(=O)c2c(nc(N3CCc4ccccc4C3)n2C)n(C)c1=O | 2.4 | -3 | 8 | 10 | -8 | -5 | i | -0.3 | 0 | -2
O=C(OCCCN1C(=O)c2ccccc2C1=O)c1ccco1 | -2.6 | -8 | 9 | -5 | 8 | -10 | i | -1.2 | 2 | 3
CCc1ccccc1NC(=O)CN1CCN(C(=O)c2cc(C3CC3)nn2-c2ccccc2)CC1 | -0.7 | -2 | -1 | 3 | 13 | . | i | 0.0 | -3 | -2
COCCN(CCOC)Cc1cc(=O)oc2cc(OC)ccc12 | -0.6 | -1 | 6 | -5 | 3 | . | i | -0.2 | 1 | 9
O=C(C=Cc1cccs1)c1cccs1 | 2.2 | -19 | -10 | 0 | 19 | -13 | i | 0.1 | 4 | -1
COc1ccc(NC(=S)N2CCN(Cc3ccco3)CC2)c(OC)c1 | -1.3 | -3 | -14 | 1 | 17 | -6 | i | -1.2 | -1 | 3
COC(=O)C(C#N)c1nc2ccccc2nc1N1CCCC1 (centres undefined) | -0.7 | -7 | -11 | -1 | -5 | -2 | i | -1.2 | -5 | 0
CC(=O)c1c(C)[nH]c(C(=O)CSc2nnc(-c3ccco3)n2Cc2ccccc2)c1C | 1.7 | 4 | 4 | 7 | -3 | 5 | i | -0.6 | 2 | -6
O=C(Nc1nnc(Cc2ccccc2)s1)C1CCN(C(=O)c2ccco2)CC1 | -1.2 | -1 | -14 | -8 | 2 | -2 | i | -0.2 | 7 | -1
CCOC(=O)C1(CC2CCCCO2)CCN(Cc2ccccc2-c2ccco2)CC1 (centres undefined) | -0.4 | -1 | -17 | 0 | 8 | -9 | i | -0.1 | 1 | -6
COc1cc(N=C2C(=O)N3CCCc4cccc2c43)cc(OC)c1 | -1.9 | -20 | -2 | -3 | -2 | 0 | i | -0.1 | -1 | -1
COc1cccc(N2CCN(c3nc(C)c(C)c(=O)[nH]3)CC2)c1 | 0.3 | 4 | 15 | -2 | 6 | -8 | i | -0.5 | 3 | -3
CC(C(=O)O)N1C(=O)/C(=C/c2cccn2C)SC1=S (centres undefined) | 1.9 | -34 | -168 | -5 | 16 | 0 | i | -0.1 | 0 | 3
CN1CCN(Cc2nc3c([nH]2)c(=O)[nH]c(=O)n3C)CC1 | -3.6 | 0 | -6 | -3 | -18 | -2 | i | -1.3 | 0 | 4
O=C(O)CC1S/C(=N\N=C/c2ccccc2O)N(c2ccc(O)cc2)C1=O (centres undefined) | 1.7 | -1 | -14 | -1 | 1 | 1 | i | -0.6 | 0 | -1
CNC(=O)COc1coc(CN2CCN(c3ccc(OC)cc3)CC2)cc1=O | -0.8 | 7 | 0 | 2 | 11 | 0 | i | 0.3 | 2 | 0
CCCOc1ccc(/C=N/NC(=O)C2CCCN2S(=O)(=O)c2ccc(Cl)cc2)cc1 (centres undefined) | 1.0 | -6 | 0 | 4 | 22 | -7 | i | -0.8 | -5 | -4
O=C(C1Cc2ccccc2CN1C(=O)c1ccco1)N1CCN(c2ccccc2)CC1 (centres undefined) | 0.0 | -3 | -5 | 0 | 14 | -5 | i | -0.4 | 0 | 3
CCOC(=O)c1sc(NC(=O)CC)nc1C | 0.7 | -1 | 10 | -3 | -1 | -6 | i | -0.3 | -1 | 0
CC(=O)Nc1ccc(NC(=O)CC23CC4CC(CC(C4)C2)C3)cc1 | 0.8 | 6 | 4 | -5 | -12 | 3 | i | -1.5 | -3 | 2
O=C(COC(=O)c1cccc([N+](=O)[O-])c1)NC1CCCC1 | -0.5 | -18 | 4 | -6 | -7 | 11 | i | -2.1 | -1 | 2
O=C(NCCN1CCOCC1)C1(C(F)(F)F)C/C(=C\Cc2ccccc2)CCCO1 (centres undefined) | -0.7 | 0 | -1 | 2 | -4 | -1 | i | -0.5 | -1 | -2
CCOC(=O)c1c(C)n(C)c2ccc(OC)c([N+](=O)[O-])c12 | -0.2 | 3 | -1 | 0 | -3 | -4 | i | -0.4 | 3 | -2
COc1ccc(C)cc1NC(=O)Nc1ccncc1 | 11 | -3 | -1 | -6 | 9 | -5 | i | -0.5 | 0 | 2
Cc1ccc(CCNC(=O)CCCn2nc(C)c3c(C)n(-c4ccc(C)cc4)nc3c2=O)cc1 | -1.0 | -1 | 10 | 4 | 9 | -2 | i | -0.7 | 1 | -2
COc1cc(/C=C(\C#N)C(=O)N2CCOCC2)ccc1OCc1ccccc1 | -0.4 | -7 | 7 | -7 | -1 | 24 | i | -0.1 | -1 | 0
O=C(O)c1cccc(NC(=S)NC(=O)c2cncc(Br)c2)c1 | -0.6 | 1 | -6 | -1 | 0 | -11 | i | -0.6 | 1 | 1
O=C(Nc1ccc(S(=O)(=O)N2CCCC2)cc1)C1CCN(S(=O)(=O)c2ccc(F)cc2)CC1 | -0.3 | 0 | -3 | -10 | -6 | -8 | i | -0.3 | -3 | -3

Laid out differently: 6 of the compounds above
SMILES	LMPTP block	SUMO1 PPI mod	NRP1-CendR mod	NadD inh	SKN-1 block	Scp-1 inhibitor	Neddylation inh	TbMetRS inhib	STEP inh	DNMT1 inh
O=C(Nc1ccc(S(=O)(=O)N2CCCC2)cc1)C1CCN(S(=O)(=O)c2ccc(F)cc2)CC1	-0.3	0	-3	-10	-6	-8	i	-0.3	-3	-3
O=C(OCCCN1C(=O)c2ccccc2C1=O)c1ccco1	-2.6	-8	9	-5	8	-10	i	-1.2	2	3
O=C(Nc1nnc(Cc2ccccc2)s1)C1CCN(C(=O)c2ccco2)CC1	-1.2	-1	-14	-8	2	-2	i	-0.2	7	-1
O=C(C1Cc2ccccc2CN1C(=O)c1ccco1)N1CCN(c2ccccc2)CC1 (centres undefined)	0.0	-3	-5	0	14	-5	i	-0.4	0	3
COC(=O)C(C#N)c1nc2ccccc2nc1N1CCCC1 (centres undefined)	-0.7	-7	-11	-1	-5	-2	i	-1.2	-5	0
Cn1c(=O)c2c(nc(N3CCc4ccccc4C3)n2C)n(C)c1=O	2.4	-3	8	10	-8	-5	i	-0.3	0	-2
